PhoP inhibition = inhibitors of PhoP regulon expression, primary screen, Salmonella Typhimurium, GFP reporter (AID 1863). inhibition, % at 50 µM; hits with a dose series show IC50 in µM. 300,000 compounds, 0.16% hits. S. Typhimurium PhoP-regulated promoter GFP reporter, 4 h; higher % means a stronger effect;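 active = inhibition over 29.93%, a cutoff 3 SD above the screen mean, later confirmed by dose response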;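 note: 0% = low Mg2+ inducing control and 100% = high Mg2+ repressing control; strong numbers were not always called active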
* = called active by the depositor. Only part of the results is shown (hit frequency here may not be typical).

SMILES | PhoP inhibition
COc1ccc(NC(=O)CSCC(=O)Oc2c(OC)cccc2OC)cc1 | -8%
O=C(Nc1ccccn1)c1ccc(C(=O)c2ccccc2)cc1 | -7%
CCCOc1ccc(C(=O)NNC(=O)CCNC(=O)c2ccco2)cc1OC | -1%
CCOC(=O)C1=C(COC(=O)c2cc(OC)c(OC)c(OC)c2)NC(=O)NC1C (stereo not given) | -10%
O=C(c1ccco1)N1CCN(Cc2cc(=O)c(OCc3cccc(Cl)c3)co2)CC1 | -6%
Cc1cccc(OCC(=O)NNC(=O)Cn2c(=O)cnc3ccccc32)c1 | 3%
CCCn1ccc2c(OCC(=O)Nc3ccc(NC(C)=O)cc3)cccc2c1=O | 8%
Cc1cccc(-c2nn(-c3ccccc3)cc2C(=O)Nc2cccc(S(=O)(=O)NC3=NCCC3)c2)c1 | -7%
CC(C)CN(C(=O)COC(=O)CNC(=O)c1ccccc1F)c1c(N)n(Cc2ccccc2)c(=O)[nH]c1=O | 5%
CC(Oc1ccccc1F)C(=O)NNC(=O)CCS(=O)(=O)c1ccccc1Cl (stereo not given) | 10%
Cc1ccc(C(=O)NCC(=O)OCC(=O)N(CC(C)C)c2c(N)n(Cc3ccccc3)c(=O)[nH]c2=O)cc1C | 18%
Cc1ccc(S(=O)(=O)N2CCC(C(N)=O)CC2)cc1C(=O)NC1CCCCC1 | -5%
Nc1ccc(C(=O)OCC(=O)NC(=O)c2ccccc2)cc1[N+](=O)[O-] | -7%
Cc1cc2c(=O)n(C)c(SCC(=O)Nc3ccccc3C)nc2s1 | 8%
CCc1ccc(C(=O)NNC(=O)CC2OC(=O)c3ccccc32)cc1 (stereo not given) | -4%
O=C(COc1ccccc1Cl)Nc1cccc(S(=O)(=O)NC2=NCCCCC2)c1 | 2%
O=C(Nc1cc(Cl)ccc1-n1cncn1)c1ccc([N+](=O)[O-])o1 | 0%
O=C1CCc2cc(S(=O)(=O)Nc3cccc(F)c3)cc3c2N1CC3 | -3%
COc1ccccc1NC(=O)C(=O)NCCC1CCCCN1S(=O)(=O)c1ccc(F)cc1 (stereo not given) | -5%
O=NN(CCCl)C(=O)NCCCl | 0%
CC(=O)c1cccc(OC(=O)c2ccc3c(=O)n4c(nc3c2)CCC4)c1 | 7%
O=C(Cc1n[nH]c(=O)c2ccccc12)OCC(=O)c1ccccc1Cl | -7%
COc1cc(NC(=O)C2CC(=O)N(Cc3ccco3)C2)cc(OC)c1 (stereo not given) | -5%
Cc1cccn2c(=O)nc(SCC(=O)NCc3ccc(F)cc3)nc12 | 3%
COC(=O)C1CCN(C(=O)CSc2nnc(-c3ccccc3)o2)CC1 | 10%

Another view of three compounds above:
smiles,PhoP inhibition
CCc1ccc(C(=O)NNC(=O)CC2OC(=O)c3ccccc32)cc1 (stereo not given),-4%
O=C(COc1ccccc1Cl)Nc1cccc(S(=O)(=O)NC2=NCCCCC2)c1,2%
O=C(Nc1cc(Cl)ccc1-n1cncn1)c1ccc([N+](=O)[O-])o1,0%

Remaining list, next part:
SMILES | PhoP inhibition
O=C(NCCc1ccc(F)cc1)c1ccc(NS(=O)(=O)c2ccc3[nH]c(=O)[nH]c3c2)cc1 | -4%
COc1cc(C(=O)NCC(c2ccc(F)cc2)N2CCOCC2)ccc1OCc1ccccc1Cl (stereo not given) | -2%
C[N+](C)(C)CCOC(N)=O | 3%
O=C(CN1C(=O)NC2(CCCC2)C1=O)OCCOc1cccc(Cl)c1 | -7%
COc1cc(NC(=O)c2ccc3c(c2)S(=O)(=O)N=C2CCCCCN23)cc(OC)c1 | -3%
Oc1ccc(C[C@H]2CNCCN2CC2(c3ccccc3)CC2)cc1 | 8%
CC1Cc2ccccc2N1C(=O)COC(=O)c1ccccc1NCCO (stereo not given) | 4%
C[C@H](CCC(=O)NCC(=O)O)[C@H]1CC[C@H]2C3[C@H](O)C[C@@H]4C[C@H](O)CC[C@]4(C)[C@H]3C[C@H](O)[C@]12C (stereo not given in full) | -8%
CN(CC(=O)Nc1ccc(F)cc1)C(=O)COC(=O)CNC(=O)c1sc2ccccc2c1Cl | -7%
CCc1ccc(NC(=O)c2ccc(-n3cncn3)c([N+](=O)[O-])c2)cc1 | -1%
Cc1ccc2nc(-c3ccccc3)cc(C(=O)NNC(=O)c3csc(N4CCOCC4)n3)c2c1 | 1%
CC(C)c1ccc(S(=O)(=O)N2CCN(C(=O)C3CC3C)CC2)cc1 (stereo not given) | -2%
CNC(=O)c1ccsc1NC(=O)CCS(=O)(=O)c1ccc(F)cc1 | 0%
Cc1ccnc(NC(=O)c2ccc(NS(=O)(=O)/C=C/c3ccccc3)cc2)c1 | -4%
O=C1CC2(CCN(C(=O)c3ccc(F)cc3)CC2)Oc2ccccc21 | -6%
N#Cc1ccccc1S(=O)(=O)N1CCN(C(=O)C2CCC2)CC1 | 2%
CC(OC(=O)CCCN=C1NS(=O)(=O)c2ccccc21)C(=O)c1ccccc1 (stereo not given) | 6%
CC1O[C@@H](O[C@H](C)CC/C=C/C(=O)O)C(O)C[C@H]1O (stereo not given in full) | 5%
CN(C)C(CNC(=O)CCNC(=O)c1ccc(Cl)cc1)c1ccco1 (stereo not given) | 7%
CCC(C)Sc1ccc([C@H]2N[C@@](Cc3ccccc3)(C(=O)OC)[C@H]3C(=O)N(CC)C(=O)[C@@H]23)cc1 (stereo not given in full) | 14%
O=C(NCCCN1CCOCC1)c1cc(-c2ccccc2)nc2ccccc12 | 1%
COc1ccc(C(CNC(=O)c2ccc(Br)o2)N2CCN(C)CC2)cc1 (stereo not given) | 2%
CSCCC(NC(=O)c1ccccc1Br)C(=O)NCC(C)(C)N1CCOCC1 (stereo not given) | -4%
O=C(NCCCn1ccnc1)c1ccc(NS(=O)(=O)c2cccc([N+](=O)[O-])c2)cc1 | -8%
C=CCn1c(SC(C)C(=O)NC2CC2)nnc1-c1ccoc1C (stereo not given) | 7%

The closing 6 compounds of the section before are carried over, then new ones follow.
SMILES | PhoP inhibition
CCC(C)Sc1ccc([C@H]2N[C@@](Cc3ccccc3)(C(=O)OC)[C@H]3C(=O)N(CC)C(=O)[C@@H]23)cc1 (stereo not given in full) | 14%
O=C(NCCCN1CCOCC1)c1cc(-c2ccccc2)nc2ccccc12 | 1%
COc1ccc(C(CNC(=O)c2ccc(Br)o2)N2CCN(C)CC2)cc1 (stereo not given) | 2%
CSCCC(NC(=O)c1ccccc1Br)C(=O)NCC(C)(C)N1CCOCC1 (stereo not given) | -4%
O=C(NCCCn1ccnc1)c1ccc(NS(=O)(=O)c2cccc([N+](=O)[O-])c2)cc1 | -8%
C=CCn1c(SC(C)C(=O)NC2CC2)nnc1-c1ccoc1C (stereo not given) | 7%
COCCn1ccc2c(OCC(=O)NCCc3ccc(OC)c(OC)c3)cccc2c1=O | 7%
Cc1ccc(S(=O)(=O)N2CCN(C(=O)c3ccccc3-c3nc4ccccc4s3)CC2)c(C)c1 | 3%
CC1(NC(=O)CCc2nc3sc4c(c3c(=O)[nH]2)CCCC4)CCS(=O)(=O)C1 (stereo not given) | -7%
CN(CC(=O)Nc1ccccc1C(F)(F)F)C(=O)CSCc1ccc(Cl)c(Cl)c1 | -4%
CCC(C)N(C(=O)Cn1c(=O)cnc2ccccc21)C1CCS(=O)(=O)C1 (stereo not given) | -3%
CCCCC1CCC(C(=O)N(CC(C)C)c2c(N)n(Cc3ccccc3)c(=O)[nH]c2=O)CC1 (stereo not given) | 3%
CCN(Cc1ccccc1)S(=O)(=O)CCNC(=O)c1ccc(OC)cc1 | -4%
CC[C@H]1c2[nH]c3ccccc3c2C[C@@H]2C(=O)N(c3ccc(F)cc3)C(=O)N21 | 0%
CCC1Nc2ncnc(N3CCN(c4ccccc4)CC3)c2N(Cc2ccc(Br)cc2)C1=O (stereo not given) | 7%
COC(=O)c1c(NC(=O)CSc2ncn[nH]2)sc(C)c1C | -7%
Cc1ccccc1C(=O)N1CCC(C(=O)Nc2nc3ccc(F)cc3s2)CC1 | 2%
Cc1cc(C(=O)OCC(=O)NNC(=O)c2cccs2)ccc1[N+](=O)[O-] | -9%
COc1ccccc1OCCNC(=O)c1ccc(C)o1 | -4%
CC(OC(=O)/C=C/c1ccccc1Cl)C(=O)NC1CCCCC1C (stereo not given) | 2%
COc1ccccc1NS(=O)(=O)c1cc(NC(=O)C(C)(C)C)ccc1N1CCOCC1 | 2%
COc1ccc(COC(=O)C2CCN(S(=O)(=O)c3ccc(C)cc3)CC2)cc1 | 0%
Cc1cc(F)ccc1S(=O)(=O)N1CCC2(CC1)OCCN2S(=O)(=O)c1cccs1 | 5%
Cc1ccc(S(=O)(=O)N(C)c2ccc3c(ncn3C)c2[N+](=O)[O-])cc1 | 0%
CC1CN(S(=O)(=O)c2cccc(C(=O)N(CCc3ccccc3)Cc3ccccc3)c2)CC(C)O1 (stereo not given) | 1%
O=C(NCCOc1ccccc1)c1cccc(S(=O)(=O)NCc2ccccc2)c1 | 5%
Cc1cccc(NC(=O)CN2C(=O)NC(C)(c3ccc4ccccc4c3)C2=O)n1 (stereo not given) | 1%
COc1ccc(OCCCC(=O)OCC(=O)Nc2ccc(Cl)cn2)cc1 | -6%
COc1ccc(C(=O)Nc2cc3c4c(c2)C(C)C(=O)N4CCC3)cc1 (stereo not given) | 13%
O=C(CNC(=O)c1cn2ccccc2n1)Nc1ccc(F)c(F)c1 | -3%
COc1cccc(-c2cc3onc(-c4ccccc4)c3c(=O)n2C)c1 | 1%

The results go on.
SMILES | PhoP inhibition
CCOC(=O)c1ccccc1NC(=O)CN1C(=O)NC(C)(CCc2ccccc2)C1=O (stereo not given) | 4%
CO[C@@]1(NC(=O)C2SC(=C(C(N)=O)C(=O)O)S2)C(=O)N2C(C(=O)O)=C(CSc3nnnn3C)CS[C@@H]21 (stereo not given in full) | 16µM*
Cc1cc2c(SCC(=O)N3CCN(c4ccccc4)CC3)ncnc2s1 | -7%
Cc1ccc(C)c(SCC(=O)OCC(=O)NCCNC(=O)COC(=O)CSc2cc(C)ccc2C)c1 | -7%
COc1ccc2c(c1)[C@H]1[C@H](CO2)[C@H](c2ccccc2)[C@]2(C)C(=O)Nc3cc(Cl)ccc3C(=O)N12 | 8%
O=C(NCCS(=O)(=O)NCc1ccc(F)cc1)c1ccc2c(c1)OCO2 | 9%
Cc1nnc(SCC(=O)N(C)c2ccccc2)n1-n1cccc1 | 0%
CCC(=O)OCC(=O)C1(OC(=O)CC)[C@H](C)C[C@H]2[C@H]3[C@H]([C@@H](O)C[C@@]21C)[C@@]1(C)C=CC(=O)C=C1C[C@H]3Cl (stereo not given in full) | 1%
CCN1CCC[C@H]1CNC(=O)c1c(OC)ccc(Br)c1OC | 3%
CC1CCCC(NC(=O)CCNC(=O)c2ccc(Br)cc2)C1C (stereo not given) | -9%
O=C(CCS(=O)(=O)c1ccccc1)N(CCCN1CCOCC1)c1nc2ccc(F)cc2s1 | -5%
O=C(Nc1ccc2c(c1)CCCN2C(=O)c1ccco1)c1cc([N+](=O)[O-])ccc1Cl | -5%
CCN(CC(=O)NCc1ccc(Cl)cc1)C(=O)COc1cccc(C(F)(F)F)c1 | 3%
Cc1cccc(C)c1NC(=O)CNC(=O)C12CC3CC(CC(O)(C3)C1)C2 | -5%
O=C(Nc1ccccc1N1CCCC1)c1ccc(Cl)c(S(=O)(=O)N2CCOCC2)c1 | 3%
CCC(Oc1ccccc1)C(=O)Nc1ccc(C)c(S(=O)(=O)N2CCOCC2)c1 (stereo not given) | -4%
O=S(=O)(Nc1cccc(-c2ccc3nncn3n2)c1)c1cc(F)ccc1F | -2%
C=CCn1c(SC(C)C(=O)Nc2ccc(Cl)cn2)nnc1C1CC1 (stereo not given) | -5%
COc1ccc(C(=O)NCc2cccnc2)cc1C(=O)NCc1cccnc1 | -3%
CCCCn1c(N)c(N(CCOC)C(=O)c2ccc(COc3ccccc3)o2)c(=O)[nH]c1=O | -5%
COc1ccc([C@@H]2[C@@H]3C(=O)N(C(C)(C)C)C(=O)[C@@H]3[C@]3(Cc4ccccc4)C(=O)N(c4cccc(Br)c4)C(=O)N23)cc1 | 6%
O=C(COc1cccc(C(F)(F)F)c1)Nc1ccc(S(=O)(=O)N2CCCCC2)cc1 | -1%
O=C(COC(=O)c1cc([N+](=O)[O-])ccc1N1CCOCC1)Nc1c(Cl)cccc1Cl | -6%
CN(CC(=O)Nc1cccc(S(=O)(=O)N2CCOCC2)c1)CC(=O)Nc1ccc(Cl)c(C(F)(F)F)c1 | 1%
CC(Sc1nnc(NC2CCCCC2)s1)C(=O)N1CCOCC1 (stereo not given) | 3%

More structures follow:
SMILES | PhoP inhibition
CC(Oc1ccc(F)cc1)C(=O)Nc1cc(Cl)ccc1-n1cncn1 (stereo not given) | 2%
CCOc1ccccc1N1CC(C(=O)Nc2ccccc2N2CCCC2)CC1=O (stereo not given) | 9%
CC(C)CN(C(=O)Cn1c(Cl)nc2c1c(=O)n(C)c(=O)n2C)C1CCS(=O)(=O)C1 (stereo not given) | -5%
COc1ccc(C)cc1Nc1n[n+](-c2ccccc2)c(-c2c(OC)ccc3ccccc23)s1 | 9%
O=C(NCC(=O)N1CCN(S(=O)(=O)c2cccc(F)c2)CC1)c1ccc(Br)o1 | -3%
O=C(CSc1nc(=O)n(CCCN2CCOCC2)c2c1CCCC2)Nc1cccc(Cl)c1 | 2%
CC(=O)N/C(=C/c1cccnc1)C(=O)Nc1ccc(Cl)cc1 | 6%

PhoP inhibition, what is marked active above.
SMILES | PhoP inhibition
CO[C@@]1(NC(=O)C2SC(=C(C(N)=O)C(=O)O)S2)C(=O)N2C(C(=O)O)=C(CSc3nnnn3C)CS[C@@H]21 (stereo not given in full) | 16µM*

Entries shown so far that contain a COOH group:
SMILES | PhoP inhibition
C[C@H](CCC(=O)NCC(=O)O)[C@H]1CC[C@H]2C3[C@H](O)C[C@@H]4C[C@H](O)CC[C@]4(C)[C@H]3C[C@H](O)[C@]12C (stereo not given in full) | -8%
CC1O[C@@H](O[C@H](C)CC/C=C/C(=O)O)C(O)C[C@H]1O (stereo not given in full) | 5%
CO[C@@]1(NC(=O)C2SC(=C(C(N)=O)C(=O)O)S2)C(=O)N2C(C(=O)O)=C(CSc3nnnn3C)CS[C@@H]21 (stereo not given in full) | 16µM*

High-throughput results deposited in PubChem BioAssay by Southern Research Specialized Biocontainment Screening Center.
